# High-throughput results from PubChem BioAssay.
# Calb biofilm kill = clotrimazole potentiators killing Candida biofilms, primary screen, with clotrimazole, Alamar Blue. C. albicans biofilm + clotrimazole. inhibition, % at 6 µM. actives 0.14% (n = 85,000). AID 834, 2007;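 active = inhibition above 20%; inactive = inhibition below 20%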;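 also: preformed 24 hr biofilms exposed to compound for 48 hr; 0% = biofilm without compound and 100% = blank killed by clotrimazole plus chlorhexidine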
# PTPN22 inh 2 = PTPN22 phosphatase inhibitors, primary screen, biochemical, DiFMUP fluorescence, 2 µM. recombinant LYP catalytic domain. Tyrosine-protein phosphatase non-receptor type 22 (Homo sapiens), Q9Y2R2. inhibition, % at 2 µM. AID 640, 2007. actives 0.21% (n = 96,000);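 active = inhibition at 2 µM at or above a set limit, the screen mean plus 3 SD, cut at about 24% in these data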;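 also: 0% = DMSO with enzyme and 100% = enzyme fully blocked by orthovanadate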
# MT1-MMP txn act = MT1-MMP promoter reporter activation – cell-based, luciferase luminescence, primary screen. activation factor at 10 µM. AID 750, 2007. actives 0.16% (n = 86,000). HT1080 MT1-MMP promoter luciferase reporter, overnight; active compounds read high;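 active = activation factor of at least 2 for MT1-MMP transcription at 10 µM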
# cytoskel mod = modifiers of F-actin cytoskeleton organization, primary screen, imaging, HUVEC, phalloidin staining, high-content imaging; actives 0.18% (n = 91,000); inhibition, % at 2 µM; HUVEC TNFa F-actin phalloidin imaging;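 active = inhibition above the batch mean plus 3 SD and confirmed as a hit by visual image inspection, cut at about 30% in these data, passing the limit was not always enough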; also: strong numbers were not always called active
# DAT uptake mod = changed hDAT dopamine uptake under cocaine IC80, either direction, primary screen, cocaine antagonist project, cell-based, LLC-PK1 hDAT, [14C]-dopamine uptake, MLSMR | actives 1.3% (n = 110,000) | B-score at 10 µM | Sodium-dependent dopamine transporter (Homo sapiens), Q01959 | LLC-PK1 hDAT cells, [14C]-dopamine uptake with cocaine IC80; actives deviate in either direction | AID 449768, 2010;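 active = Z score or B-score, a plate-position-corrected score, falls beyond the plate's 99.7% confidence bounds, in either direction; inactive = both scores lie inside the 99.7% bounds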;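 also: scored against the spread of the other compound wells on the same plate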
# Target sequence (Q01959 whole entry, looked up): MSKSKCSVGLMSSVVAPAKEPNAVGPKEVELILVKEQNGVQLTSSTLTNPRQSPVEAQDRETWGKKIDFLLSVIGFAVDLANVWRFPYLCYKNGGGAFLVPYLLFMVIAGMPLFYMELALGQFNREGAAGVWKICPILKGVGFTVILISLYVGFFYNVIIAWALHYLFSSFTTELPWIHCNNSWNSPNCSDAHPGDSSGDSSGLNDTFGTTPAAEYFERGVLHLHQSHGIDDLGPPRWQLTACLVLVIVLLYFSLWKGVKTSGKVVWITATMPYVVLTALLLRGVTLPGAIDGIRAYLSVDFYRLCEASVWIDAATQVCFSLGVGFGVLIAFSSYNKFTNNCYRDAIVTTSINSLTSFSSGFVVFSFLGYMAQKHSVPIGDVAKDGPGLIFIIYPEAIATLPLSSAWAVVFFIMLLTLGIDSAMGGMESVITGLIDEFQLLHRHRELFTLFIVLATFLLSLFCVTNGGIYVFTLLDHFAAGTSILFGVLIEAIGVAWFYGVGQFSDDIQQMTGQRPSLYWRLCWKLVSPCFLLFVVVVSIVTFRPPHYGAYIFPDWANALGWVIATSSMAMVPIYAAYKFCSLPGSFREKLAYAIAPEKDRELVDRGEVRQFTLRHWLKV
# Smad3 inh = Smad3/FoxH1 peptide binding inhibitors, primary screen, biochemical, TR-FRET; Mothers against decapentaplegic homolog 3 (Homo sapiens), P84022; TR-FRET Smad3/Dy647-FoxH1 peptide binding, europium anti-His; inhibition, % at 25 µM; actives 0.29% (n = 88,000);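 active = compounds that reduce the energy-transfer binding signal between the protein and its labelled peptide by more than half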;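 also: 0% = Smad3 plus labelled peptide maximal FRET and 100% = peptide-only background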
# Target sequence (P84022 whole entry, looked up): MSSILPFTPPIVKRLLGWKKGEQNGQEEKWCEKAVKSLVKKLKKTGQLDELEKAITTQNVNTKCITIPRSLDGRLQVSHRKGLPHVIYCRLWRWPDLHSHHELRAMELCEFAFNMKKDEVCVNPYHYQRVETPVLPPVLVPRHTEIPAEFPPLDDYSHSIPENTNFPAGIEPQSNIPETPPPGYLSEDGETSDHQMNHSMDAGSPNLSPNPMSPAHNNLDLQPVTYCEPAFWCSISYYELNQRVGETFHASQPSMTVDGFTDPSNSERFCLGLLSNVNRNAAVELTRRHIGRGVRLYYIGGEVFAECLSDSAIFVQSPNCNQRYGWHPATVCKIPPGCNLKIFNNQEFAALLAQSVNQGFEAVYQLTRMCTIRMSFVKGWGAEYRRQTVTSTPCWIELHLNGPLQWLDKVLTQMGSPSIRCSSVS
# TNFa cytotox = cytotoxicity in TNFa-stimulated HUVEC, primary screen, cytotoxicity control for VCAM1 expression modulator project, imaging, Hoechst nuclei count; HUVEC TNFalpha-stimulated, Hoechst cell count; cell count reduction, % at 2 µM; actives 0.17% (n = 93,000);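 active = cell count reduction exceeding the screen mean by over 5 SD, scaled to untreated wells per plate, cut at about 78% in these data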;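 also: cells counted after 24 h of TNF alpha exposure following the 1 h pretreatment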
# HUVEC tox IL1B = cytotoxicity in IL-1B stimulated HUVEC, primary screen, cytotoxicity control for IL-1B NFkB translocation project, imaging, Hoechst nuclear count, IL-1B stimulus | HUVEC cell count loss | cell count reduction, % at 2 µM | actives 0.41% (n = 94,000) | AID 845, 2007;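 active = cell count reduction more than 3 SD above the screen-wide mean, cut at about 70% in these data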;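 also: normalized per plate to untreated control cells as the no-loss baseline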
# VCAM1 TNFa inh = inhibitors of TNFa-induced VCAM1 expression, primary screen, imaging, HUVEC, TNFa stimulus, immunofluorescence; HUVEC TNFa-induced VCAM-1 immunofluorescence, high-content imaging; actives 0.48% (n = 95,000); AID 802, 2007; inhibition, % at 2 µM;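 active = inhibition above the batch mean plus 3 SD, with images confirmed as a hit by eye, cut at about 37% in these data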;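 also: 0% = TNF-stimulated DMSO wells and 100% = unstimulated control wells; not every result past the cut was called active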
# Numbers without * were called inactive; · = no result given. Not all compounds are listed; rates above refer to the full screens.
nr	Molecule	Calb biofilm kill	PTPN22 inh 2	MT1-MMP txn act	cytoskel mod	DAT uptake mod
1	O=C(c1ccc(-n2cnnn2)cc1)N1CCCCC1	3	-21	·	5	·
2	CC(C)(C)c1cc(-c2ccco2)c(C#N)c(SCC#N)n1	6	0	1.1	12	1.1
3	CCOC(=O)c1cc2c(ccn2C)n1CC(=O)N1CCCC(C)C1 (stereo unspecified)	0	0	1.1	10	-0.88
4	Cc1nc2cc(CC(=O)O)ccc2o1	·	4	·	-14	-0.97
5	N#CC1=C(N)C(C#N)(C#N)C2(C(=O)Nc3ccccc32)C2CCCC=C12 (stereo unspecified)	8	·	1.1	·	0.67
6	N=c1ccn(CC(=O)NC(N)=O)c2ccccc12	·	5	·	3	0.3
7	COc1cc(/C=C2/SC(=O)N(Cc3ccccc3Cl)C2=O)ccc1OCc1ccncc1	·	20	·	-8	0.38
8	O=c1cc(-c2ccccc2)[nH]c2[nH]n(-c3ccccc3)c(=O)c12	7	11	1	-7	-0.23
9	COc1ccc2c(=O)c3c(=O)n(Cc4ccco4)c(-c4ccccc4)nc3oc2c1	8	8	1.1	-10	-0.95
10	CC1CCc2nn(CC(=O)NCc3ccc4c(c3)OCO4)cc2C1 (stereo unspecified)	11	·	1.1	·	0.23
11	CCCCCn1cnc2sc(-c3ccccc3)cc2c1=O	6	-4	1.6	-21	0.86
12	CCn1cc(C(=O)NCc2ccco2)c(=O)c2cc(S(=O)(=O)N3CCc4ccccc4C3)ccc21	0	13	0.7	-31	0.93

nr	Smad3 inh	TNFa cytotox	HUVEC tox IL1B	VCAM1 TNFa inh
1	-9	0	9	2
2	-2	-36	-31	3
3	-8	-4	7	-5
4	·	-22	-18	15
5	1	·	·	·
6	·	-8	9	9
7	·	-20	10	-13
8	11	-15	6	-2
9	4	·	25	·
10	-3	·	·	·
11	-5	-42	-12	-28
12	2	-13	-4	-3

# The listing continues:
nr	Molecule	Calb biofilm kill	PTPN22 inh 2	MT1-MMP txn act	cytoskel mod	DAT uptake mod
13	COc1ccc(OC)c(N2C(=O)CC(Cc3cc(C)cc(C)c3)C2=O)c1 (stereo unspecified)	2	-7	1.1	2	-0.44
14	O=C(OCCN(CCOC(=O)c1ccncc1)S(=O)(=O)c1cccs1)c1ccncc1	4	6	1.1	7	0.5
15	CCn1c(SCC(=O)Nc2nc(C)c(C)s2)nc2cccnc21	-1	4	1.1	·	1.4
16	COc1ccccc1-n1nc(C(=O)NCc2ccco2)c2ccccc2c1=O	7	·	1.2	·	0.24
17	CC(=O)Nc1sc(NC(=O)c2ccc(C)cc2)nc1-c1cccs1	5	-1	1.1	-11	-2.7*
18	O=S(=O)(Nc1cccc2c1ccc1cccn12)c1cccs1	3	-3	1.2	-2	0.012
19	CCCCNC(=O)COC(=O)c1ccc(Cl)c(S(=O)(=O)N2CCCC2)c1	·	-10	·	2	-0.46
20	Cc1noc(C)c1C(=O)N(CC(=O)NC1CCCC1)Cc1ccccc1F	·	-7	·	-13	-1.8
21	COc1ccc(-c2csc(NC(=O)c3ccco3)n2)cc1	7	-6	1.9	4	0.93
22	Cc1noc(C)c1S(=O)(=O)NCCCN1CCN(Cc2ccccc2)CC1	9	7	·	-17	-0.9
23	COC(=O)C1=C(C)NC(=O)NC1c1ccccc1 (stereo unspecified)	·	-6	1	-15	0.045
24	CCCCOc1ccc(/C=C2/Sc3ccccc3C2=O)cc1	·	2	·	10	-1.1

nr	Smad3 inh	TNFa cytotox	HUVEC tox IL1B	VCAM1 TNFa inh
13	-3	-36	-20	5
14	8	-23	6	-2
15	-4	·	-40	·
16	6	·	·	·
17	3	16	6	15
18	-1	6	-7	-13
19	·	·	-2	-23
20	·	-27	-26	13
21	3	-40	-37	-16
22	-1	0	9	-5
23	·	7	-2	12
24	·	-7	-18	-6

# Following part:
nr	Molecule	Calb biofilm kill	PTPN22 inh 2	MT1-MMP txn act	cytoskel mod	DAT uptake mod
25	CCCCN1C(=O)C(O)(CC(=O)c2c(C)n[nH]c2C)c2cc(Br)ccc21 (stereo unspecified)	9	-9	1	-8	-1.7
26	N#CC1(C#N)C2=C(CCCC2)NC(c2ccccc2)C1(C#N)C#N (stereo unspecified)	2	14	1.3	-21	-0.25
27	Cc1ccccc1OC(C)C(=O)NC1CCCC1 (stereo unspecified)	5	10	1.1	16	-0.065
28	Cc1nc(N2CCN(C)CC2)[nH]c(=O)c1Cc1cccc2ccccc12	8	8	1.2	-12	2.5*
29	CCOC(=O)CSc1nnc([C@H](C)NC(=O)OC(C)(C)C)o1	5	-2	1	-8	0.01
30	CC(/C=C/c1ccccc1)=N\NC(N)=S	·	-3	·	4	-0.064
31	CSCCC(NC(=O)c1ccco1)C(=O)OCC(=O)Nc1ncc(Cl)c(C)c1Cl (stereo unspecified)	6	3	1.2	-3	-0.1
32	O=C(CCCNS(=O)(=O)c1cccc2nsnc12)NCc1ccc(Cl)cc1	9	-8	1.2	-14	-0.26
33	O=S(=O)(c1ccc(OCC(O)CN2CCN(c3ccccc3Cl)CC2)cc1)N1CCOCC1 (stereo unspecified)	4	0	1.1	10	0.35
34	CC(c1ccccc1)C1CC(=O)N(c2ccc(C(=O)O)cc2)C1=O (stereo unspecified)	5	-1	1	3	-1.2
35	Cc1cc(OCC(=O)NCc2nc(-c3ccccc3)no2)c(C)cc1Br	0	-9	1.1	16	-0.43
36	CCOC(=O)C1CCN(S(=O)(=O)c2cc(Br)cc3c2N(C(=O)C2CC2)CC3)CC1	6	·	1.1	·	-0.97

nr	Smad3 inh	TNFa cytotox	HUVEC tox IL1B	VCAM1 TNFa inh
25	11	-14	-13	9
26	-1	4	18	18
27	8	-32	-13	12
28	3	-31	-10	-9
29	10	3	-26	14
30	·	4	-15	-1
31	-9	-3	-1	6
32	8	-11	-13	-3
33	5	-22	-4	5
34	17	-21	-22	15
35	6	-22	-18	-11
36	8	·	·	·

# More results.
nr	Molecule	Calb biofilm kill	PTPN22 inh 2	MT1-MMP txn act	cytoskel mod	DAT uptake mod
37	CCOC(=O)N1CCN(C(=O)CN(C2CCCCC2)S(=O)(=O)c2ccc(Cl)cc2)CC1	7	13	1.1	-1	0.83
38	Brc1cccc(Cn2c(-c3cncs3)nc3ccccc32)c1	-1	-3	1.3	-13	0.12
39	COc1ccc(Nc2nnc(SCC(=O)N3CCCC3)s2)cc1	4	2	1.2	21	·
40	CCOc1ccc(-n2c(=S)sc3c(=O)[nH]c(SCC(=O)NCc4ccco4)nc32)cc1	-1	8	1.1	32	0.89
41	CC(C)(C)NC(=O)CSc1nccn1Cc1ccccc1	1	-6	1	-14	-0.0089
42	Cc1nc2nc(CSc3nc4ccccc4s3)cc(=O)n2[nH]1	4	-1	1.1	8	0.033
43	O=C(Nc1nccc(-c2cccs2)n1)c1ccccc1Cl	·	16	·	-11	-0.29
44	CCOC(=O)C1CCN(C(=O)CN(c2ccc3c(c2)OCCO3)S(C)(=O)=O)CC1	0	-3	1.1	-1	·
45	Nc1ccc(C(=O)OCc2nc3ccccc3[nH]2)cc1	6	-6	1.2	10	-0.99
46	COc1ccc(CC(=O)NCc2nnc(SCCOc3ccccc3)n2C)cc1	3	2	1	-10	0.78
47	O=C1CN(C(=O)COc2ncnc3ccccc23)c2ccccc2N1	4	12	·	-2	0.0038
48	COc1cc(N=c2ssnc2Cl)cc(OC)c1OC	10	1	1.1	-14	0.01

nr	Smad3 inh	TNFa cytotox	HUVEC tox IL1B	VCAM1 TNFa inh
37	3	0	-4	6
38	-10	3	-22	5
39	-5	-23	-96	-10
40	12	-28	-5	-15
41	-8	-22	17	-26
42	1	-20	-2	2
43	·	8	-4	-12
44	-1	-17	-13	23
45	-3	-25	10	-5
46	0	-11	-23	13
47	0	-14	8	-3
48	-2	-1	-2	0

# Brought forward from above: 6 entries; new compounds follow.
nr	Molecule	Calb biofilm kill	PTPN22 inh 2	MT1-MMP txn act	cytoskel mod	DAT uptake mod
43	O=C(Nc1nccc(-c2cccs2)n1)c1ccccc1Cl	·	16	·	-11	-0.29
44	CCOC(=O)C1CCN(C(=O)CN(c2ccc3c(c2)OCCO3)S(C)(=O)=O)CC1	0	-3	1.1	-1	·
45	Nc1ccc(C(=O)OCc2nc3ccccc3[nH]2)cc1	6	-6	1.2	10	-0.99
46	COc1ccc(CC(=O)NCc2nnc(SCCOc3ccccc3)n2C)cc1	3	2	1	-10	0.78
47	O=C1CN(C(=O)COc2ncnc3ccccc23)c2ccccc2N1	4	12	·	-2	0.0038
48	COc1cc(N=c2ssnc2Cl)cc(OC)c1OC	10	1	1.1	-14	0.01
49	O=c1nc(C(F)(F)F)nc2ccccn12	·	10	1.1	5	-0.81
50	COC(=O)c1cn(NC(=O)c2cccc(OC)c2)c(=O)c2ccccc12	13	6	1.2	2	-0.35
51	Cc1cc(C)n(CC(O)Cn2ccc3ccccc32)n1 (stereo unspecified)	5	-14	1	·	-0.62
52	O=C(Nc1ccc2nsnc2c1)c1ccc2c(c1)OCO2	5	-7	1	12	0.01
53	COc1ccc(-c2oc(NC(=O)CCl)c(C#N)c2-c2ccc(OC)cc2)cc1	3	2	1	-4	-1.6
54	Cc1ccccc1NC(=O)c1cc(S(=O)(=O)N2CCOCC2)cs1	4	-42	1.1	-8	-3.4*
55	Cc1cc(C)cc(Nc2cc(=O)n(C3CCCCC3)c(=O)[nH]2)c1	4	-7	1.1	6	-2.3
56	Cc1nc2ccccc2c(=O)n1NC(=O)c1ccc(F)cc1Cl	5	-13	1.1	-3	0.82
57	CCN(CC)C(=O)C1CCN(Cc2cccc(OCc3ccccc3)c2)CC1	5	0	1	-34	-0.01
58	O=C(NCCC1=CCCCC1)c1coc(=O)c(Br)c1	·	-4	·	-10	-1.2
59	COc1ccc(S(=O)(=O)N2CCCC(C(=O)N3CCCCCC3)C2)cc1 (stereo unspecified)	3	4	1.1	-29	-0.021
60	CCC(C)Sc1nnc(CSc2nc3nc(C)cc(C)n3n2)o1 (stereo unspecified)	·	-1	·	-10	-1.2
61	COc1cccc(-c2nnc(SCC(=O)Nc3ccc(OC)c(OC)c3)n2N)c1	-3	-8	1.2	24	-0.24

nr	Smad3 inh	TNFa cytotox	HUVEC tox IL1B	VCAM1 TNFa inh
43	·	8	-4	-12
44	-1	-17	-13	23
45	-3	-25	10	-5
46	0	-11	-23	13
47	0	-14	8	-3
48	-2	-1	-2	0
49	-4	-8	24	5
50	-8	-3	-7	28
51	2	-47	6	-10
52	-5	29	5	29
53	-7	-18	-136	1
54	-4	2	-31	-7
55	0	-18	-24	13
56	8	2	8	14
57	1	-16	-32	-16
58	·	-11	1	13
59	2	-11	2	6
60	·	1	-50	-5
61	1	-13	-36	-7
